Cardio protect = protects H9c2 cardiomyocytes from peroxide injury. H2O2 injury protection, ATPLite, 2 h. protection from H2O2 cell death, % at 20 µM. actives 0.63% (n = 360,000);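 active = compounds giving at least 50% protection of heart cells from peroxide-induced death in the single-dose screen, raw or plate-pattern-corrected value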;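 note: 0% = DMSO wells with peroxide and 100% = DMSO wells without peroxide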
ABHD5-PLIN5 inh = blocks binding of human ABHD5 to perilipin-5 | Split G. princeps luciferase complementation, luminescence, 4 h | inhibition, % at 4 µM | actives 0.78% (n = 360,000) | AID 602281;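 active = inhibition above the mean inhibition across every tested compound plus 3 SD, cut at about 22% in these data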;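 note: 0% = DMSO only wells and the 100% control is not disclosed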
Glyco luc inh = N-linked glycosylation inhibition; D54 ERlucT glycosylation luciferase reporter, 24 h; percent of 100 nM tunicamycin response; actives 0.23% (n = 360,000); reporter increase, % at 12.5 µM;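 active = mean luciferase reporter signal, scaled so untreated is 0 and the glycosylation-blocking control 100, at or above a set limit in every replicate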;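 note: luciferase carries N-glycosylation sites so blocking glycosylation raises the light; 0% = median of neutral control wells and 100% = median of 100 nM tunicamycin wells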
MC4R antag cAMP = human MC4R antagonism in cAMP assay. P32245. MC4R-expressing cells, MTII-stimulated cAMP, LANCE TR-FRET. inhibition, % at 6.5 µM. actives 0.48% (n = 360,000). AID 540295;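 active = inhibition above its plate's cutoff, the mean of tested wells on that plate plus 3 SD, cut at about 29% in these data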;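 note: 0% = Melanotan II alone and 100% = Melanotan II plus saturating MCL0020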
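system = U2OS cells with stable human MC4R expression | also added = Melanotan II challenge after compound preincubation | dosing = one concentration, 6.5 µM nominal | incubation = compound 30 min, challenge 1 h, detection 1 h | measured by = TR-FRET with Eu-cAMP and labeled anti-cAMP, 671 nm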
m5-HT2A agonist = agonists of mouse serotonin 5-HT2A receptor (HTR2A); CHO-K1 mHTR2A beta-arrestin complementation, luminescence; percent of 30 µM serotonin response; actives 0.66% (n = 360,000); AID 624169; activation, % at 7.6 µM;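 active = activation above a run cutoff, the mean activation of all tested compounds plus 3 SD, cut at about 14% in these data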;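 note: 0% = plate median of compound wells and 100% = 30 µM serotonin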
TLR9-MyD88 block = inhibitors of human TLR9-MyD88 binding. Q9NR96+Q99836. CHO BLA complementation TLR9-MyD88, CCF4 FRET ratio. inhibition, % at 4.98 µM. actives 0.21% (n = 340,000). AID 504734;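 active = inhibition above the mean over all tested compounds plus 3 SD, cut at about 21% in these data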;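 note: 0% = DMSO only wells and 100% = clavulanate BLA inhibitor control wells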
ABCB6 inh MLPCN = inhibitors of human ABC transporter ABCB6; K562-ABCB6 porphyrin accumulation, flow cytometry, 1 h; hits give low values; fluorescence ratio to DMSO, % at 10 µM; actives 0.19% (n = 360,000); AID 602162;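 active = fluorescence ratio to DMSO below 75%, the collection mean minus 3 SD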;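 note: signal is porphyrin accumulated inside mitochondria; 100% equals median channel fluorescence of DMSO control wells; lower ratio means ABCB6 inhibition with less porphyrin fluorescence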
MC4R ag barr = agonists of human melanocortin 4 receptor (MC4R) beta-arrestin; U2OS MC4R beta-arrestin complementation, luminescence; percent of melanotan II response, DMSO zero; AID 540308; P32245; activation, % at 8.9 µM; actives 0.98% (n = 360,000);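 active = activation above a per-plate cutoff, the mean activation of sample wells on that plate plus 3 SD, cut at about 8% in these data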
SRC2 inh = inhibits human steroid receptor coactivator 2. Q15596. HEK293 GAL4-SRC2 luciferase reporter, luminescence. inhibition, % at 9 µM. actives 0.17% (n = 370,000). AID 651957;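 active = inhibition above the mean inhibition of all tested compounds plus 3 SD, set per campaign, cut at about 52% in these data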;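 note: 0% = DMSO treated cells and 100% = cells given Gossypol at 36 µM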
NOD2 RIPK2 PPI = NOD2-RIPK2 protein interaction inhibition; O43353; CHO BLA complementation NOD2-RIPK2, CCF4 ratio; inhibition, % at 4.98 µM; actives 0.38% (n = 360,000); AID 624267; in the data active = inhibition above about 21%;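 note: 0% = vehicle only and 100% = reference blocker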
The depositor's hits bear a star; / = no result given. A portion of the library; the hit share may differ from the screen's.

Molecule,m5-HT2A agonist,ABHD5-PLIN5 inh,TLR9-MyD88 block,MC4R antag cAMP,ABCB6 inh MLPCN,MC4R ag barr,SRC2 inh,Cardio protect,NOD2 RIPK2 PPI,Glyco luc inh
O=C(Nc1ccc2c(c1)CCC2)c1cccc(S(=O)(=O)N2CCN(c3ccc(F)cc3)CC2)c1,-1,-4,-19,13,95,3.0,4,-11,-14,-8
CN(C)CCN(C(=O)c1ccco1)c1nc2cc3c(cc2s1)OCCO3,-6,0,-12,4,98,-0.2,-40,10,-2,20
O=C(Nc1cccc(C(F)(F)F)c1)C1CCN(S(=O)(=O)c2cnc[nH]2)CC1,1,-1,0,4,99,-1.3,-15,8,2,0
COc1ccc(NC(=O)ON=C2c3ccccc3-c3ccccc32)cc1,-5,-5,-8,7,96,-0.2,2,-6,0,1
COc1ccc(C2C(C(=O)NCC3CCCO3)c3cc(OC)c(OC)cc3C(=O)N2C)cc1OC (centres undefined),-1,-4,0,8,92,-0.2,2,10,-6,0
Cc1ccc(C(CC(=O)NCc2ccco2)c2ccc(OC(C)C)cc2)cc1 (centres undefined),3,5,-6,18,95,0.1,15,10,6,-1
CCNCc1ccc(OCc2ccccc2F)c(OC)c1,-3,-1,2,3,99,-1.4,-62,5,-2,-6
CC(C)(C)OC(=O)C[C@@H]1C/C=C\C[C@H](CC(=O)N(CCO)Cc2ccccc2)C(=O)NC[C@@H](c2ccccc2)OC1=O,-29,-8,0,0,95,-1.4,-9,32,-5,6
COc1ccc(-c2nn(C)c3sc(C(=O)N4CCOCC4)cc23)cc1OC,-1,-3,-9,4,87,-0.6,7,8,5,3
CN(C)c1ccc(C(=S)N2CCN(C(=S)Nc3ccc(Cl)cc3)CC2)cc1,0,0,-2,-1,98,0.3,-11,-14,-5,-3
CCCC/C(C)=N/NC(=O)Nc1ccccc1,1,-4,6,9,/,-1.5,-37,4,3,0
COc1cccc(N2CCN(C(=O)CCNS(=O)(=O)c3ccc4c(c3)c(=O)n(C)c(=O)n4C)CC2)c1,-4,4,-5,5,101,-5.2,-7,6,1,1
CCOC(=O)C(C(C)=O)C(c1ccc(OCCC(C)C)cc1)C(C(C)=O)C(=O)OCC (centres undefined),5,2,-1,-7,96,3.1,25,8,-2,-4
COCC(C)NC(=O)c1oc2c(c1C)C1(CCC2)SCCS1 (centres undefined),0,3,-5,23,103,-1.4,16,3,1,-2
Cc1ccc(S(=O)(=O)CCCS(=O)(=O)c2ccc(C)cc2)cc1,-5,2,-6,17,98,-1.6,-10,-6,2,0
CCN(CC)Cc1c(C(=O)N/N=C/c2ccco2)nnn1-c1nonc1N,6,8,9,-1,105,-0.2,13,7,-2,1
C#CCN(CC=C)C(=O)c1ccc(OC2CCN(S(=O)(=O)N(C)C)CC2)cc1,7,-5,0,-2,105,-0.7,-9,-4,3,-1
COc1ccccc1NC(=O)COC(=O)c1ccc2c(=O)n3c(nc2c1)CCC3,-2,9,9,7,93,-0.2,9,20,11,3
COc1ccccc1C(NC(=O)C1CCCCC1)c1c(O)ccc2ccccc12 (centres undefined),2,4,5,9,93,4.6,17,1,7,1
CCCCOC(=O)c1ccc(N=Nc2c(C)c(C#N)c(O)[nH]c2=O)cc1,-3,-14,4,-5,102,2.2,-4,-12,-4,4
Cc1ccc(NC(=O)CCC(=O)N2CCC(C)CC2)c([N+](=O)[O-])c1,-2,10,6,1,96,0.3,14,-1,1,0
O=C1OCC2=C1C(c1ccc(F)cc1)CC(=O)N2c1ccc(F)cc1 (centres undefined),1,-10,0,9,99,0.0,/,-1,1,1
O=C(Cn1cc2c(n1)CCCCC2)NCCN1CCOCC1,-3,1,-10,3,102,-1.5,3,8,-5,-1
COc1ccc(C(=O)N2CCC(C(=O)Nc3ccc(C)cc3)CC2)cc1,-7,4,-10,14,94,2.2,24,-2,-12,6
COc1ccc(C2CC(c3ccc(Cl)cc3)Nc3nc(NC(=O)c4ccco4)nn32)cc1 (centres undefined),3,7,0,14,101,0.7,9,-1,4,2
COc1ccc(C(=O)c2ccsc2N)cc1,1,12,0,-2,141,-1.0,-65,5,3,-1
COCCSc1ccccc1C(=O)Nc1nnc(COC)s1,2,-3,0,0,94,-3.1,-33,-3,-11,1
CCC(C(=O)NC1CCCCC1)N(Cc1cccs1)C(=O)CCC(=O)Nc1cc(C)on1 (centres undefined),-3,-1,-5,4,92,-0.6,24,5,7,1
CCOC(=O)c1cc2c(=O)n3ccccc3nc2n(C(C)C)c1=NC(=O)c1ccco1,0,41*,-12,15,102,-2.8,-9,2,-29,1
COc1ccc(CCNC(=O)C2CC3Cn4c(nc5cc(C)c(C)cc54)C3N2C)cc1 (centres undefined),-10,3,-9,7,98,0.1,-24,-1,-8,1
O=C(Oc1ccc(Br)cc1C(=S)N1CCCC1)c1ccccc1Cl,-7,2,0,1,88,-2.3,0,-15,-7,-1
CCCOc1ccccc1C(=O)NCCCC(=O)O,1,4,-3,6,90,1.1,1,-2,-7,0
Cc1ccc(N(C(=O)Cn2nnc3ccccc32)C(C(=O)NCc2ccco2)c2ccc(C)o2)cc1 (centres undefined),-1,-2,3,3,91,-0.9,9,8,2,0
O=C(NC1CCCC1)C(c1cccnc1)N(C(=O)c1csnn1)c1ccccc1 (centres undefined),-7,7,0,4,100,-1.8,14,14,6,0
OC[C@H]1O[C@@H](c2nc(-c3ccc(C4OCCO4)cc3)no2)[C@H](O)[C@@H]1O,13,-3,/,-4,95,-0.7,-11,1,-18,2
CCCCOc1ccc(S(=O)(=O)n2c(C)nc3ccccc32)cc1,10,0,10,2,102,-0.9,6,-12,-5,2
Cc1cc(NC(=O)OC(C)(C)C)c(-n2nnnc2C(C(=O)c2ccc3c(c2)OCO3)N2CCN(c3ccccn3)CC2)cc1C (centres undefined),0,0,/,/,/,/,-7,/,-7,/
COc1ccc(OC)c(C2C(C(=O)N(C)C)=C(C)Nc3nc4ccccc4n32)c1 (centres undefined),0,-1,-1,15,/,1.5,8,2,-2,1
CCc1c(C(C)S(=O)(=O)c2ccccc2)[nH]c(=O)n1CC (centres undefined),0,0,-4,17,103,-2.0,1,14,3,-1
CN(C)CCN(Cc1cc2cc3c(cc2[nH]c1=O)OCO3)C(=S)NCc1ccco1,-4,2,0,14,99,0.5,-6,0,-11,2
CC(CN1CCCC1)C(=O)NN (centres undefined),-4,0,-9,11,100,-0.1,5,-1,5,1
CC(=O)Nc1ccc(S(=O)(=O)Nc2nc(C)nc3sc4c(c23)CCC4)cc1,0,-2,13,0,97,-0.6,-4,6,-10,1
Cc1ccc(NC(=O)CN2C(=O)C3C4C=CC(C4)C3C2=O)cc1 (centres undefined),2,9,0,0,96,2.9,4,3,-2,1
O=C(c1ccc2c(c1)OCO2)N1CCN(S(=O)(=O)c2ccc(Cl)cc2)CC1,-3,-10,-6,6,102,1.6,-7,-4,-1,1
Cc1cc2nc(-c3ccco3)c(Cc3cccc(Cl)c3)n2c(C)c1Br,-8,26*,/,/,107,/,-17,/,-5,/
COC(=O)[C@]12CCCCC=C1N(CCc1ccc(OC)c(OC)c1)C(=O)[C@H](CC(=O)NCCC(C)C)C2,4,7,/,/,/,/,0,/,2,/
COc1cccc(-c2oc3c(c2-c2ccc(OC)nc2)C(O)CCC3)c1 (centres undefined),-3,7,/,/,103,/,-9,/,4,/
O=C1OC[C@H]2CCCN2C(=O)[C@@H](CC(=O)N(CCO)Cc2ccccc2)C/C=C\CC[C@H]1Cc1ccc(F)cc1,-3,5,0,12,98,-0.5,-9,-5,10,2
COc1ccccc1N1CCN(/N=C/c2cc([N+](=O)[O-])ccc2Cl)CC1,3,-10,-2,22,98,1.0,18,-6,-8,2
CCNC(=S)NS(=O)(=O)c1ccc(F)cc1,-2,5,5,10,98,-0.3,6,3,11,2
CC(OC(=O)CCN=C1NS(=O)(=O)c2ccccc21)C(=O)Nc1ccc(F)cc1 (centres undefined),2,9,0,-1,95,-2.5,-25,2,4,3
O=C(COc1coc(CN2CCN(c3ccccc3)CC2)cc1=O)Nc1ccc(F)cc1,-2,10,-8,2,101,2.1,-29,7,-6,-4
CCOC(=O)c1cc(C)sc1NC(=O)C(c1ccccc1)c1ccccc1,1,-12,10,5,114,0.3,4,-8,-1,-4
COc1ccccc1-n1cnnc1SC(C)C(=O)Nc1cccc([N+](=O)[O-])c1 (centres undefined),0,-2,4,14,99,-2.4,3,1,-7,1
CO/N=C/c1ccc(N2CCN(C(=O)c3ccc(Cl)cc3Cl)CC2)c([N+](=O)[O-])c1,2,5,-4,7,95,-0.6,14,-22,-5,-3
CCN(CC)CCCNC(=O)C1CCC(CNS(=O)(=O)c2ccc(Cl)cc2)CC1 (centres undefined),-8,-1,4,11,101,-0.4,17,5,-9,0
Cn1c(=O)n(C)c2cc(S(=O)(=O)NCC(=O)O)ccc21,-1,-2,6,-4,103,-2.2,-12,-4,-1,2
Cc1cccc(NC(=O)Cn2c(=O)n(Cc3ccccc3)c(=O)c3c(C)c(C)sc32)c1,0,1,-6,6,97,1.4,-3,-4,-2,-7
COc1ccc(Cl)cc1NC(=O)Nc1cccc([N+](=O)[O-])c1C,-4,-5,-5,2,106,3.6,9,-11,5,-4
CCCC(=O)C1=C(O)C(C(=O)OC)C(C)(C)CC1=NCCc1ccccc1 (centres undefined),-2,2,1,1,100,0.1,10,-3,-10,0

The listing continues:
Molecule,m5-HT2A agonist,ABHD5-PLIN5 inh,TLR9-MyD88 block,MC4R antag cAMP,ABCB6 inh MLPCN,MC4R ag barr,SRC2 inh,Cardio protect,NOD2 RIPK2 PPI,Glyco luc inh
O=c1[nH]ncc(NCCCO)c1Cl,3,-4,-2,-4,94,0.5,-8,-8,2,-1
Cc1ccc(C(=O)NCc2ccco2)cc1S(=O)(=O)N1CCOCC1,0,0,-1,11,95,-0.4,12,-6,2,1
CC1Cc2cc(/C(O)=C3/C(=O)C(=O)N(CCN4CCOCC4)C3c3cccc(O)c3)ccc2O1 (centres undefined),9,7,-7,7,98,1.3,-21,4,2,1
CC(=O)N1CCC(C(=O)Nc2ccc(S(=O)(=O)NCCc3ccccc3)cc2)CC1,8,-1,3,3,90,-1.0,13,5,2,-1
CCn1c(SCc2nc3ccccc3[nH]2)nnc1-c1cnccn1,0,2,3,0,99,-2.8,-22,1,-3,-1
Cc1cccc(CSCCNC(=O)CSCc2ccc([N+](=O)[O-])cc2)c1,-4,-8,6,-6,99,-0.8,3,6,14,0

Bioassay records as filed in PubChem.
